Bim-Mcl-1 – inhibitors of Bim-Mcl-1 interaction, human; inhibition, % at 10 µM; 0.1% of 190,000 active; Q07820; Bead-based flow cytometry, Bim peptide-Mcl-1 binding; in the data active means inhibition above about 40%;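 further: 0% = no compound tracer wells and 100% = peptide blocker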
Target sequence (Q07820 whole entry, looked up): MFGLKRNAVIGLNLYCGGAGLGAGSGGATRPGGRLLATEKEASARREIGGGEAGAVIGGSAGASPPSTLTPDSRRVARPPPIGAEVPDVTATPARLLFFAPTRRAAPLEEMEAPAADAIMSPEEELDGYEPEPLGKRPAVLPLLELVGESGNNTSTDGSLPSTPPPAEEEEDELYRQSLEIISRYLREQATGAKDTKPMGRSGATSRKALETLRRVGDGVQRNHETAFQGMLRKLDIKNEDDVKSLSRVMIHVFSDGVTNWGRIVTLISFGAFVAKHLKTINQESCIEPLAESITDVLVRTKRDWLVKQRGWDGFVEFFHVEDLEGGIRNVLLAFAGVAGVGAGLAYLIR
Rab7 wt GTP bind – alters GTP binding to wildtype dog Rab7 | GST-Rab7 beads, fluorescent GTP binding, flow cytometry; actives lie on both sides; untreated = 100%, excess cold GTP = 0% | GTP binding activity (percent of control), % at 10 µM | 0.055% of 190,000 active;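 active means fluorescent GTP binding to Rab7 beads changed by at least 20 points from the 100% baseline, either direction, mostly lower; inconclusive means compound itself probably fluorescent, or too few beads counted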;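 further: median green fluorescence of bound Bodipy-FL-GTP per Rab7 bead population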
HRas wt GTP bind – changes GTP binding to wildtype human HRas | P01112 | GST-Ras wt beads, Bodipy-FL-GTP binding, flow cytometry; actives lie on both sides | GTP binding activity, % at 10 µM | 0.14% of 190,000 active;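 active means GTP binding activity at least 20% away from the 100% baseline, either lowered as inhibitor or raised as activator; inconclusive means flagged as likely green fluorescent, judged across all proteins in the well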;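 further: 0% = unlabeled GTP competition control and 100% = no-compound control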
Target sequence (P01112 whole entry, looked up): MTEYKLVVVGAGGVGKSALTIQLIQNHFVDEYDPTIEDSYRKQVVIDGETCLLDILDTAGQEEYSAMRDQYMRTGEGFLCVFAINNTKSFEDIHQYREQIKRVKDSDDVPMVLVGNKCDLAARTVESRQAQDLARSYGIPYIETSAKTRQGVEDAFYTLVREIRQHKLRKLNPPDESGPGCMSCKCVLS
Mcl1-Noxa inh – Mcl-1/Noxa interaction inhibition. Q07820. TR-FRET Mcl-1/Noxa peptide binding, 2 h. inhibition, % at 21.7 µM. 1.5% of 220,000 active. AID 1022;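 active means compounds that cut the protein-peptide binding signal by more than 50% relative to plate controls in a single-dose test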;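 further: His-tagged Mcl-1 with rhodamine Noxa BH3 peptide and terbium anti-His antibody; 0% = Mcl-1 plus Noxa peptide wells and 100% = peptide-only wells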
Avidin bead fluor – avidin bead compound fluorescence profile. 0.38% of 220,000 active. Avidin beads, compound fluorescence 488/530 nm, flow cytometry; active compounds read high. fluorescence (KMESF) at 10 µM; in the data active means fluorescence above about 47; further: inactives centre near 10
Mcl1-Bid inh – disrupts binding of human Mcl-1 to Bid peptide. TR-FRET Mcl-1/Bid-Dy647 peptide binding, 1536-well. 0.97% of 220,000 active. AID 1021. inhibition, % at 21.7 µM. Q07820;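 active means compounds that cut the binding signal by more than half at the single screening dose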;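 further: His-tagged Mcl-1 with europium anti-His antibody binding Bid BH3 peptide; 0% = Mcl-1 plus peptide wells and 100% = peptide-only wells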
Rac1 act GTP bind – modulators of GTP binding to human Rac1 activated mutant | P63000 | GST-Rac1 activated beads, fluorescent GTP binding, flow cytometry; actives lie on both sides; 100% means binding = to untreated wells | percent activity (GTP binding), % at 10 µM | 0.11% of 190,000 active;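 active means GTP binding at least 20 percentage points away from the 100% baseline, in either direction, so actives lie on both sides; inconclusive means Compound likely fluorescent itself, or too few beads counted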
Pf gamet viab – P. falciparum stage V gametocyte viability inhibition; 0.065% of 150,000 active; AID 743093; P. falciparum stage V gametocytes, ATP luminescence, 24 h; inhibition, % at 10.9 µM;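 active means inhibition above the mean plus 3 SD of compounds within the control limits, set per campaign, cut at about 38% in these data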;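 further: 0% = DMSO wells and 100% = medium only without gametocytes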
Rac1 wt GTP bind – alters GTP binding to wildtype human Rac1. P63000. GST-Rac1 beads, fluorescent GTP binding, flow cytometry; actives lie on both sides; 0 = cold GTP competed, 100 = untreated. GTP binding activity (% of control), % at 10 µM. 0.27% of 190,000 active;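 active means GTP binding activity at least 20 points away from the 100% control level, either lower or higher; inconclusive means compound flagged as likely green fluorescent, judged across all proteins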
Cdc42 wt – modulators (inhibitors or activators) of GTP binding to human Cdc42 wildtype; 0.2% of 190,000 active; P60953; percent activity (GTP binding), % at 10 µM; GST-Cdc42 beads, Bodipy-GTP binding, flow cytometry; actives lie on both sides;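 active means percent activity GTP binding at least 20 points away from the 100% baseline, either down as inhibitor or up as activator; inconclusive means compound flagged as likely green fluorescent from well-wide comparison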;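 further: median bead fluorescence of bound Bodipy-FL-GTP at 100 nM; 0% = excess unlabeled GTP control and 100% = no compound control; below 100% means less GTP binding so inhibitor and above means activator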
Target sequence (P60953 whole entry, looked up): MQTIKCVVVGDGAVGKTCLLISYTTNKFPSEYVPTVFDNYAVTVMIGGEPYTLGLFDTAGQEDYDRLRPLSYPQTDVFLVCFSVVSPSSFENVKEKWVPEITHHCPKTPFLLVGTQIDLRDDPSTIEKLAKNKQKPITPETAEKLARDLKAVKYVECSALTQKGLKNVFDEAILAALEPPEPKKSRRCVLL
Rab2A wt mod – changes GTP binding to wildtype dog Rab2A, up or down; GST-Rab2 wt beads, Bodipy-GTP binding, flow cytometry; P61105; 0.19% of 190,000 active; GTP binding activity, % at 10 µM;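 active means GTP binding activity at least 20 points away from 100%, either lowered or raised; inconclusive means signal likely due to the compound's own green fluorescence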;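 further: 0% = beads with excess unlabeled GTP and 100% = no-compound control corrected for plate trend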
* marks the source's active call; other numbers are inactive results; ? = inconclusive; . = no result given.

SMILES	Bim-Mcl-1	Rab7 wt GTP bind	HRas wt GTP bind	Mcl1-Noxa inh	Avidin bead fluor	Mcl1-Bid inh	Rac1 act GTP bind	Pf gamet viab	Rac1 wt GTP bind	Cdc42 wt	Rab2A wt mod
CNC(=O)CN1C(=O)c2ccccc2S1(=O)=O	0.0	98.0	100.0	7.8	5	-14.0	98.0	.	100.0	101.0	100.0
COc1cc(C(=O)Nc2ccc(S(=O)(=O)NC(C)C)cc2)cc(OC)c1OC	-1.0	101.0	98.0	3.3	14	5.0	97.0	.	99.0	97.0	96.0
O=C(Nc1nc(-c2cccnc2)cs1)c1ccc(S(=O)(=O)N2CCOCC2)cc1	-3.0	100.0	98.0	-15.3	32	-6.8	99.0	.	101.0	99.0	98.0
CCc1nc(C)cc(N)c1OCc1ccccc1	0.0	98.0	101.0	11.1	35	-59.0	101.0	13.6	104.0	104.0	99.0
COC(=O)c1cc2sccc2n1Cc1nc(-c2ccc(OC)cc2)oc1C	1.0	101.0	103.0	9.4	7	-22.9	100.0	.	102.0	101.0	99.0
Fc1ccc2c(c1)[C@H]1OCC[C@H]1[C@@H](c1ccco1)N2	-6.0	101.0	104.0	7.4	28	-27.8	100.0	-28.2	109.0	101.0	102.0
Cc1cccc(NC(=O)C(c2cccc([N+](=O)[O-])c2)N2CCCCC2)c1 (centres undefined)	-1.0	96.0	100.0	1.0	14	2.8	94.0	.	97.0	97.0	96.0
COc1ccc(C(C)NC(=O)c2ccc([N+](=O)[O-])cc2)cc1OC (centres undefined)	-2.0	96.0	98.0	8.7	2	-6.6	99.0	-10.5	101.0	100.0	100.0
O=C(COc1ncnc2ccccc12)Nc1cccc(S(=O)(=O)N2CCOCC2)c1	-3.0	97.0	96.0	13.0	6	-36.4	97.0	-37.7	96.0	98.0	96.0
CCOC(=O)c1ccc(COc2ccc(C(C)C)cc2)o1	2.0	101.0	92.0	1.4	6	-0.9	87.0	-17.1	92.0	86.0	90.0
Cc1n[nH]c(C)c1CCNCc1ccc(OCC(O)CN2CCCCC2)cc1 (centres undefined)	0.0	95.0	97.0	1.1	11	-13.7	95.0	16.5	96.0	96.0	97.0
CC(C)CN1C(=O)c2ccc(NC(=O)c3ccco3)cc2C1=O	-3.0	101.0	98.0	-0.3	11	-12.8	94.0	.	100.0	94.0	98.0
Cc1c([N+](=O)[O-])c(C(=O)Nc2ccc3c(c2)OCCO3)nn1C	0.0	98.0	103.0	0.0	14	73.3*	101.0	.	103.0	105.0	104.0
C=C(C)CNC(=S)N/N=C/c1ccccc1OCC(=O)O	-3.0	94.0	95.0	11.7	18	-14.4	95.0	-6.3	97.0	94.0	94.0
CC(=O)N1CCN(c2cc3c(cc2F)c(=O)c(C(=O)O)cn3C2CC2)CC1	0.0	111.0	102.0	23.7	13	-4.7	101.0	16.0	102.0	101.0	101.0
O=C(Cn1c2ccccc2c(=O)c2ccccc21)Nc1cccc(F)c1	-9.0	103.0	100.0	8.2	8	3.8	98.0	.	100.0	99.0	101.0
OC(COc1ccc2ccccc2c1Cl)CN1CCOCC1 (centres undefined)	-2.0	106.0	104.0	7.0	7	-16.1	100.0	-0.3	106.0	102.0	103.0
COc1cccc(N=Nc2c(N)[nH]n3c(=O)cc(-c4ccccc4)nc23)c1	3.0	94.0	92.0	29.3	18	56.1*	91.0	-25.6	93.0	92.0	88.0
C=CCn1c(CCNC(=O)c2cccs2)nnc1SCC(=O)c1ccc(Cl)cc1	-3.0	100.0	100.0	-1.8	38	-15.3	98.0	-10.0	101.0	99.0	99.0
CCC(C)n1nccc1NC(=O)C(C)OC(=O)c1cc2ccccc2[nH]1 (centres undefined)	-3.0	98.0	97.0	-9.3	7	-19.3	96.0	8.8	99.0	98.0	99.0

Full records from above. Order of screens: Bim-Mcl-1	Rab7 wt GTP bind	HRas wt GTP bind	Mcl1-Noxa inh	Avidin bead fluor	Mcl1-Bid inh	Rac1 act GTP bind	Pf gamet viab	Rac1 wt GTP bind	Cdc42 wt	Rab2A wt mod
Shown for Cc1n[nH]c(C)c1CCNCc1ccc(OCC(O)CN2CCCCC2)cc1 (centres undefined) = 0.0	95.0	97.0	1.1	11	-13.7	95.0	16.5	96.0	96.0	97.0
Shown for CCC(C)n1nccc1NC(=O)C(C)OC(=O)c1cc2ccccc2[nH]1 (centres undefined) = -3.0	98.0	97.0	-9.3	7	-19.3	96.0	8.8	99.0	98.0	99.0

New compounds follow.
SMILES	Bim-Mcl-1	Rab7 wt GTP bind	HRas wt GTP bind	Mcl1-Noxa inh	Avidin bead fluor	Mcl1-Bid inh	Rac1 act GTP bind	Pf gamet viab	Rac1 wt GTP bind	Cdc42 wt	Rab2A wt mod
CC1CN(C(=O)CSc2nc(-c3ccccc3)cs2)CC(C)O1 (centres undefined)	-3.0	98.0	101.0	-1.8	19	-1.9	103.0	.	103.0	103.0	100.0
CCCCC(=O)NC1(C(F)(F)F)C(=O)Nc2c1c(=O)[nH]c(=O)n2Cc1ccco1 (centres undefined)	-3.0	101.0	99.0	14.5	7	-0.6	98.0	0.1	99.0	101.0	100.0
Cc1cc(/C=C(/C#N)c2nc3ccccc3[nH]2)c(C)n1-c1cc(C(=O)O)cc(C(=O)O)c1	5.0	?	?	51.5*	10	-73.3	?	-38.4	?	?	?
O=C(C1CCC(C(=O)N2CCc3ccccc32)CC1)N1CCc2ccccc21 (centres undefined)	4.0	104.0	101.0	-2.4	8	-21.8	101.0	1.8	106.0	98.0	102.0
Cc1ccc(S(=O)(=O)CC(=O)c2ccccc2)cc1	-1.0	101.0	98.0	-0.3	14	-26.6	92.0	18.8	97.0	100.0	98.0
CN(CC(N)=O)S(=O)(=O)c1ccc(F)cc1	-1.0	102.0	106.0	-1.1	14	-28.7	100.0	-3.8	106.0	106.0	101.0
O=C(Nc1ccc(S(=O)(=O)N2CCc3ccccc3C2)cc1)C1CCCO1 (centres undefined)	0.0	97.0	99.0	0.7	24	-29.5	103.0	.	103.0	98.0	102.0
CCN(CC)CC(O)COc1ccc2c(c1)OCO2 (centres undefined)	-1.0	105.0	103.0	11.6	12	-4.3	100.0	-0.7	103.0	104.0	105.0
CCOc1ccc(C(=O)NCC(=O)OCc2c(C)noc2C)cc1OCC	0.0	103.0	99.0	10.6	9	-13.4	98.0	-7.7	98.0	100.0	103.0
COc1ccc(CCNC(=O)c2c(C)nc3ccccn23)cc1OC	1.0	93.0	94.0	3.0	10	-26.7	96.0	-23.9	97.0	93.0	96.0
CCOP(=O)(OCC)C(NC(=O)Nc1ccccc1)C(N)=O (centres undefined)	-4.0	101.0	100.0	8.9	18	1.4	97.0	3.7	100.0	104.0	99.0
Cc1ccc(-n2c(Cc3cccs3)nnc2SCC(=O)OC(C)C)cc1	-2.0	101.0	105.0	0.1	11	-27.9	101.0	20.4	109.0	98.0	101.0
COC(=O)c1sccc1NC(=O)CSc1ccccc1N	-2.0	92.0	97.0	19.9	6	-18.8	95.0	-9.2	98.0	97.0	94.0
CCOC(=O)N1CCC2(CC1)C(C#N)=C(N)OC1=C2C(=O)CC(C)C1 (centres undefined)	-1.0	?	?	14.7	15	-15.7	?	.	?	?	?
C=CCNc1nc(Cl)ncc1F	0.0	97.0	95.0	7.5	13	-39.9	97.0	.	101.0	100.0	97.0
COc1ccc(C2=NN(C(=O)CN3CCCCC3)C(c3ccc(C)cc3)C2)cc1 (centres undefined)	1.0	97.0	99.0	6.2	8	-20.9	95.0	11.0	98.0	95.0	99.0
COC(=O)c1sc(NC(=O)Cc2cccs2)nc1C	-1.0	94.0	96.0	-1.6	6	-25.1	91.0	.	93.0	93.0	93.0
CC(C)(C)N(Cc1ccccc1)C(=O)CSc1nnc(CNc2ccc(F)cc2)o1	-2.0	96.0	93.0	-7.5	20	-9.0	93.0	.	96.0	91.0	92.0
COc1cc(S(=O)(=O)Nc2ccc(Br)cc2)ccc1N	0.0	108.0	97.0	12.8	8	-26.5	94.0	6.0	98.0	93.0	98.0
CCCCN1C(=O)c2ccc(C(=O)Nc3ccccc3N3CCOCC3)cc2C1=O	1.0	95.0	94.0	-8.6	17	-18.2	94.0	.	96.0	94.0	95.0
COc1ccc(-c2csc(NC(=O)CSc3n[nH]c(N)n3)n2)cc1	-3.0	102.0	97.0	15.0	11	-33.5	97.0	.	99.0	94.0	95.0
O=S(=O)(Nc1cccnc1)c1ccc(C2CCCCC2)cc1	0.0	99.0	97.0	8.7	24	5.6	98.0	5.0	98.0	98.0	99.0
Nc1ccc(C2(c3ccc(N)cc3)C(=O)Nc3ccccc32)cc1	1.0	97.0	96.0	5.2	23	-43.9	98.0	14.4	97.0	95.0	99.0
O=C(CSc1nnc(-c2ccccc2Br)o1)Nc1nncs1	1.0	95.0	96.0	37.2	11	-12.3	96.0	0.7	96.0	95.0	94.0
Cc1cc(C)c(NC(=S)N(Cc2cccnc2)Cc2ccco2)c(C)c1	-5.0	98.0	100.0	-3.2	15	-10.6	99.0	-13.5	103.0	100.0	101.0
CCNC(=O)N1CCCC(C(=O)c2ccc(OC)c(OC)c2)C1 (centres undefined)	1.0	100.0	98.0	8.3	11	-40.1	96.0	21.6	98.0	94.0	98.0
C[N+]12CCCCC1C(COC(=O)c1ccc3c(c1)OCO3)CCC2 (centres undefined)	-3.0	98.0	101.0	13.8	36	-18.5	98.0	0.1	100.0	102.0	99.0
O=c1c(Oc2ccccc2Br)c(C(F)(F)F)oc2c(CN3CCCC3)c(O)ccc12	-2.0	94.0	99.0	17.0	10	-10.7	95.0	-8.3	95.0	100.0	95.0
CCOC(=O)C1=NN(c2ccc(C)cc2)C2(S1)SC(C(C)=O)=C(C)N2c1ccccc1 (centres undefined)	-6.0	100.0	102.0	4.4	11	-26.4	100.0	-14.6	100.0	102.0	102.0
CCn1c(SCC(=O)NNC(=O)c2ccc(OC)cc2)nnc1-c1ccco1	0.0	99.0	94.0	2.9	9	-6.0	96.0	10.0	93.0	92.0	96.0
C#CCNC(=O)C1=C[C@H](C(C)(C)C)C[C@H](OCc2ccc(CO)cc2)O1	2.0	95.0	97.0	-17.6	5	-11.7	97.0	-48.4	97.0	98.0	98.0
O=C(CCn1cnnn1)Nc1ccc(Cl)c(Cl)c1	-1.0	104.0	103.0	12.0	19	-20.4	99.0	-9.2	102.0	102.0	103.0
COCCN1Cc2cccc(C(=O)N3CCN(c4cc(C)ccc4C)CC3)c2C1=O	-3.0	101.0	102.0	6.8	7	-30.7	103.0	.	107.0	105.0	101.0
N#Cc1ccccc1NC(=O)CC1c2ccccc2Oc2ccccc21	-1.0	100.0	100.0	11.0	4	0.5	101.0	1.5	105.0	101.0	99.0
O=C(O)C1CSC2(CCN(Cc3ccccc3)CC2)N1 (centres undefined)	.	99.0	97.0	2.9	7	-1.1	98.0	.	100.0	99.0	98.0
CN(CCc1cn[nH]c1)Cc1nc(Cc2ccccc2F)no1	-1.0	104.0	96.0	7.4	3	-29.7	95.0	16.4	98.0	97.0	99.0

Source: PubChem BioAssay (several laboratories)
